# Source: PubChem (The Scripps Research Institute Molecular Screening Center)
# PLC-beta3 inh = PLC-beta3 (human) inhibition, primary screen; Q01970; Purified PLC-beta3, fluorogenic substrate, fluorescence; inhibition, % at 12.2 µM; 0.18% of 370,000 active; AID 720704; in the data active = inhibition above about 11%;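 also: 0% = median of compound wells on plate and 100% = full blocker control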
# Tn6 DDE FP = inhibitors of Tn6 peptide binding to human fibrin DD(E) | inhibition, % at 8.3 µM | Fibrin DD(E) TRITC-Tn6 fluorescence polarization displacement | 0.21% of 370,000 active | AID 720509;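 active = inhibition above a per-campaign cutoff: mean of compounds within control limits plus 3 SD, cut at about 15% in these data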;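 also: 0% = median of all compound wells on the plate and 100% = blocking peptide control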
# ARFGAP1 inh = inhibits rat ARF GTPase activating protein 1. Arfgap1-stimulated ARF1 GTP hydrolysis, GDP FP detection. 0.26% of 360,000 active. inhibition, % at 16.5 µM. Q62848;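 active = inhibition above a per-plate limit, mean inhibition of low control wells plus 3 SD, cut at about 25% in these data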;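 also: 0% = DMSO wells with enzyme and 100% = wells lacking Arfgap1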
#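 Repeats: one replicate per compound; assay system: rat Arfgap1 catalytic domain, aa 1-136; times: enzyme reaction 120 min at 25 °C after 20 min preincubation; detection: FP of antibody-bound GDP Alexa 633 tracer, ex 620/em 688 nm; benchmarks: high control wells lacking Arfgap1, low control full reaction with DMSO; reagent: human ARF1(Δ1-17)-GTP substrate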
# ADAM17 inh = inhibits human ADAM17; inhibition, % at 6.95 µM; AID 720648; 0.83% of 370,000 active; recombinant ADAM17, EDANS/DABCYL FRET peptide cleavage; P78536;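 active = inhibition above the mean of compounds lying between control limits plus 3 SD, set per campaign, cut at about 8.5% in these data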;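 also: 0% = DMSO-only wells as the low control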
# Target sequence (P78536 215-824 limits assumed): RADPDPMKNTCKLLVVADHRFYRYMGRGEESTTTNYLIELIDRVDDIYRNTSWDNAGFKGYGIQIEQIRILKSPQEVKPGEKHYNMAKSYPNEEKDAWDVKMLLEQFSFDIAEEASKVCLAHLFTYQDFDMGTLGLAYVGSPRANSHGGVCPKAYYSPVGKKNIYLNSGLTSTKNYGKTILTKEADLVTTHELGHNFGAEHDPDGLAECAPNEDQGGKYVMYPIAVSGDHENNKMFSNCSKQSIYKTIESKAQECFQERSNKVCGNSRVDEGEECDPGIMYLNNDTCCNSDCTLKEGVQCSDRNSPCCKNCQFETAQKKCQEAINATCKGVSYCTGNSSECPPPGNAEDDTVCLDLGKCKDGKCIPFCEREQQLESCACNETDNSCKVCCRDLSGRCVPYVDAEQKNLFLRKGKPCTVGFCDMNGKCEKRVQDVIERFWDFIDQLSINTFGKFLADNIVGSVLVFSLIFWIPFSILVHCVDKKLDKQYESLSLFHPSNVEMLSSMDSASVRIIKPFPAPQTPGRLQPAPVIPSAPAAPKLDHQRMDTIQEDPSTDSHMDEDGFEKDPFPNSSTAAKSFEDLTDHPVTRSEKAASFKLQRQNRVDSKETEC
# PLC-gamma1 inh = PLC-gamma1 (human) inhibition, primary screen; P19174; purified PLC-gamma1, fluorogenic substrate, fluorescence; inhibition, % at 12.2 µM; 0.84% of 370,000 active; AID 720700; in the data active = inhibition above about 9.5%
# ASAP1 GAP inh = inhibitors of human ASAP1 ArfGAP activity. Q9ULH1. ASAP1-stimulated ARF1 GTP hydrolysis, GDP FP detection. inhibition, % at 16.5 µM. 0.19% of 360,000 active; in the data active = inhibition above about 25%;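 also: 0% = vehicle with enzyme and substrate and 100% = no enzyme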
# Target sequence (Q9ULH1 325-724 limits assumed): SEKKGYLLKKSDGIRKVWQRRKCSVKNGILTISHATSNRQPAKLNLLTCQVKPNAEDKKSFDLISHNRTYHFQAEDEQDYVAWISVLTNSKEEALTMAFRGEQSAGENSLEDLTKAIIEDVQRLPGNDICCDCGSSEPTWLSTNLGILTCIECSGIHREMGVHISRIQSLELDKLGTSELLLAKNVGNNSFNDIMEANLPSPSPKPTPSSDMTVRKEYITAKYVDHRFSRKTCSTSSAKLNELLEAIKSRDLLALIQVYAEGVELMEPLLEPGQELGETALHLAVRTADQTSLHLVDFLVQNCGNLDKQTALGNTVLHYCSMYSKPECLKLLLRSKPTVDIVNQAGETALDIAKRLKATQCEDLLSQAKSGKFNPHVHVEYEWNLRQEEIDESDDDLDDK
# UHRF1 MBD2 ctr = UHRF1 methyl-DNA binding inhibition; UHRF1 binding to methylated oligo, TR-FRET; inhibition, % at 4.4 µM; 0.75% of 370,000 active; in the data active = inhibition above about 21%;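 also: UHRF1 SRA domain binding a hemimethylated CpG hairpin DNA probe; 0% = median of test compound wells and 100% = reference inhibitor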
# Tn7 DDE FP = DD(E)-Tn7 binding inhibition, primary FP screen; 0.13% of 370,000 active; P02675; inhibition, % at 8.3 µM; FP displacement of FITC-Tn7 peptide from fibrin DD(E); 0% = median of compound wells per plate; AID 720508;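 active = inhibition above the mean of compounds falling within the control limits plus 3 SD of them, cut at about 14% in these data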;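 also: 0% = plate median of compound wells and 100% = 10 µM Aha-Tn7 peptide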
#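 system = human fibrin DD(E) protein | quantity = DD(E) 2 µM final | medium = Tris/NaCl/CaCl2 buffer, pH 7.8 | also added = labelled Tn7 tracer, 0.1 µM | compound dosing = single point at 8.3 µM | timing = compound with protein 10 min, then 3 h after probe, room temperature | signal = FP measurement | benchmarks = Aha-Tn7 high control | repeats = one replicate per compound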
# MBD2 inh = blocks human MBD2 binding to methylated DNA; Q9UBB5; 0.31% of 370,000 active; TR-FRET, MBD2 binding to methylated oligonucleotide; inhibition, % at 4.4 µM; AID 686964; in the data active = inhibition above about 13%
# proKLK7 act = proKLK7 (human) activation, primary screen | activation, % at 7 µM | AID 652039 | P49862 | purified proKLK7, EDANS-DABCYL substrate fluorescence; 100% is mature enzyme control, 0% vehicle | 0.9% of 370,000 active;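 active = activation above the mean of all tested compounds plus 3 SD, computed per campaign excluding outliers beyond control limits, cut at about 13% in these data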
# * hit, by the source's call; x = not tested or not shown.
SMILES,PLC-beta3 inh,Tn6 DDE FP,ARFGAP1 inh,ADAM17 inh,PLC-gamma1 inh,ASAP1 GAP inh,UHRF1 MBD2 ctr,Tn7 DDE FP,MBD2 inh,proKLK7 act
COc1ccccc1NC(=O)COC(=O)c1oc2ccccc2c1C,-5,5,6,5,0,1,0,3,5,0.3
CCCCC(=O)N(C)c1c(CC)nc2c(OCCC3CCCCC3)cccn12,2,9,-3,2,-2,2,-3,2,-7,0.2
Cc1ccc(NC(=S)NNC(=O)c2ccco2)cc1,1,-4,-2,-1,3,-9,-3,-2,-1,0.3
COc1ccc(NC(=O)c2cccs2)cc1C(=O)N1CCN(c2ccccc2)CC1,-8,-4,0,-5,-2,5,1,-7,24*,0.4
Cc1ccc(S(=O)(=O)NCC(=O)OC2CCOC2=O)cc1 (configuration not stated),3,-7,-6,-3,4,-4,-1,-1,-3,-0.1
CCOc1[nH]n(-c2ccccc2)c(=O)c1C=Nc1ccc(C(=O)OC)cc1,2,-2,5,-1,-2,1,-5,0,-8,0.2
CCN(CC)C(=O)C(Sc1nnnn1-c1ccc(O)cc1)c1ccccc1 (configuration not stated),-8,3,-2,1,0,-13,1,2,1,0.2
O=C(CSc1nncs1)Nc1ccc2[nH]c(=O)[nH]c2c1,-8,-5,5,-5,-2,5,-1,-2,2,0.2
Cc1cc(C)n(CCC(=O)N/N=C/c2ccc(Cl)c([N+](=O)[O-])c2)n1,-7,-2,0,-5,1,1,6,2,4,0.2
COC(=O)[C@@]1(Cc2ccc(F)cc2)[C@H]2c3cc(C(=O)N4CCCC4)n(CCc4c[nH]c5ccccc45)c3C[C@H]2CN1C(=O)c1ccccc1,-9,1,1,-2,-6,7,-3,3,-3,-0.1
COc1ccc(C(=O)NCC(=O)OCC(=O)Nc2cccc(S(=O)(=O)N3CCCC3)c2)cc1,-9,-4,15,-4,-1,7,4,-1,2,0.5
O=C1CSC(c2ccc(F)cc2)N1c1nc2ccccc2s1 (configuration not stated),2,-2,-13,1,4,-3,-2,-4,-6,-0.6
CC(C)CN(C(=O)COC(=O)CCCc1c[nH]c2ccccc12)c1c(N)n(Cc2ccccc2)c(=O)[nH]c1=O,-1,-11,-3,2,5,2,1,0,3,-0.2
O=C(NCc1ccccc1)N(Cc1nc2ccccc2c(=O)[nH]1)C1CCCC1,-56,6,-1,-71,-47,3,-3,1,-1,-7.3
NC(=S)Nc1nc2ccccc2s1,-5,1,-9,-2,3,-3,1,0,2,0.3
CCc1ccccc1NC(=O)CSc1nnc(Cn2cnc3ccccc32)o1,-1,3,5,-5,1,-17,0,-3,-4,-0.6
CCc1onc(C)c1C(=O)O,5,6,-6,4,2,9,0,-8,-3,-0.3
CC1=C(C(=O)N(C)C)CC(CC(=O)NC2CC2)C(=O)N1Cc1ccc(C(C)(C)C)cc1 (configuration not stated),1,-2,9,-5,-4,-1,1,3,4,0.8
COc1cc(/C=N/n2c(C3CCCCC3)n[nH]c2=S)ccc1O,-5,-6,0,0,2,4,-1,-8,0,0.6
Cc1ccc(S(=O)(=O)Oc2cccc(N3C(=O)C4CC=CCC4C3=O)c2)cc1 (configuration not stated),-3,-5,-4,-4,2,-11,0,3,2,-0.1
O=C(Cc1ccccc1)NC1CCN(C(=O)c2ccc([N+](=O)[O-])cc2)CC1,-4,4,2,-1,1,1,5,1,-2,-0.8
CC(C)CN(CCNC(=O)CN1C(=O)CSc2ccc(S(=O)(=O)N3CCOCC3)cc21)CC(C)C,-1,-8,3,4,-1,-1,-1,0,-3,-0.4
COCCSc1ccccc1C(=O)Nc1cc(C)cc(C)c1,-5,5,-14,-2,-3,1,7,3,-6,-0.2
Cc1ccc(-c2ccc(=O)n(CC(=O)NCc3ccco3)n2)cc1,-5,-5,-6,-7,-5,-5,-2,3,0,0.3
CCCCN(CC)S(=O)(=O)c1ccc(C(=O)N=c2sc3cc(NC(C)=O)ccc3n2C)cc1,-24,-7,1,-3,6,8,10,-12,3,-0.5
O=C1N[C@@H](c2ccccc2)COC(=O)[C@H](Cc2ccc(F)cc2)C/C=C\C[C@@H]1CC(=O)N(CCO)Cc1ccccc1,-3,-5,-4,5,9.6*,-9,4,-4,8,0.5
Cc1cccc(-c2nc(=S)c3c(n2Cc2ccco2)CCCC3)c1,-2,-10,3,-5,3,-4,1,-4,10,0.3
O=C(CSc1cccc[n+]1[O-])Nc1ccccc1C(F)(F)F,1,8,-13,-3,2,-6,-1,4,-2,-0.3
Cc1ccc(Oc2cc(N3CCOCC3)nc(-c3ccccc3)n2)cc1,3,-6,-6,1,6,1,2,-11,3,-0.1
O=C(NC1CCN(C(=S)Nc2ccccc2)CC1)C1CCCCC1,1,5,-5,-1,0,-6,-2,2,-4,-0.6
NS(=O)(=O)c1ccc(NC(=O)CSc2nc3ccccc3[nH]2)cc1,0,2,-2,2,-2,-13,1,6,-2,-0.8
Cc1ccccc1N1C(=O)c2ccccc2N2C(=O)c3ccccc3C12 (configuration not stated),-4,2,16,-4,-1,12,2,-2,7,-0.2
c1ccc(-c2cn3nc4c(nc3n2)CCCC4)cc1,-19,-7,7,-4,-11,20,-6,1,-5,0.5
COC(=O)c1cc(S(=O)(=O)N2CCN(C(C)=O)CC2)cn1C,5,0,x,0,2,x,0,-9,0,-0.4
CCCc1cc(=O)n2[nH]c(C)c(-c3ccccc3)c2n1,-27,-1,2,-8,-33,-10,-1,3,-3,-5.1
CC(NS(C)(=O)=O)C(c1cccs1)N1CCN(c2ccc(F)cc2)CC1 (configuration not stated),1,5,-3,-1,2,-5,-1,-3,0,-0.7
CCc1c(-c2cccc(F)c2)ncn1CCc1ccccc1OC,5,-3,-2,2,0,10,4,-3,1,-0.3
Cc1cccc(NC(=S)N(CCN(C)C)Cc2cc3cc(C)ccc3[nH]c2=O)c1,-2,3,-12,-7,0,5,-2,-3,2,-0.2
O=C(CN1C(=O)NC2(CCCc3ccccc32)C1=O)N1CCN(c2cccc(C(F)(F)F)c2)CC1 (configuration not stated),-1,-6,2,1,2,-3,1,-1,6,0.7
CC(C)(C)NC(=O)C(c1ccncc1)N(Cc1ccc(F)cc1)C(=O)c1ccc(-c2ccccc2)[nH]1 (configuration not stated),-6,-7,-2,7,0,13,-1,-8,2,-1.3
O=C(O)c1c(-c2ccc(Cl)cc2)cn2ccccc12,-73,5,3,-15,-45,3,4,-3,6,-0.6
CCOC(=O)[C@]12CCC=C1N(CCC1=CCCCC1)C(=O)[C@H](CC(=O)NCCCN1CCCC1=O)C2,2,-2,-1,-1,3,-5,-4,-3,-8,0.5
O=C(N1CCc2ccccc2C1)n1cc(C(O)(c2ccccc2)c2ccccc2)nn1,-3,-3,x,4,1,x,1,5,4,x
Cc1ccc(NS(=O)(=O)c2cc3c(cc2C)NC(=O)CO3)cc1,3,8,13,1,-1,0,1,2,-3,0.1
CCN(CC)S(=O)(=O)c1cc(NC(=O)CSc2nnc(-c3cccs3)o2)ccc1C,-1,3,1,0,-2,-4,-1,5,4,1.0

# Single records, as listed above. Order of values: PLC-beta3 inh | Tn6 DDE FP | ARFGAP1 inh | ADAM17 inh | PLC-gamma1 inh | ASAP1 GAP inh | UHRF1 MBD2 ctr | Tn7 DDE FP | MBD2 inh | proKLK7 act
# `CCN(CC)S(=O)(=O)c1cc(NC(=O)CSc2nnc(-c3cccs3)o2)ccc1C` is entered as -1 | 3 | 1 | 0 | -2 | -4 | -1 | 5 | 4 | 1.0
# `c1ccc(-c2cn3nc4c(nc3n2)CCCC4)cc1` is entered as -19 | -7 | 7 | -4 | -11 | 20 | -6 | 1 | -5 | 0.5
# `CCCc1cc(=O)n2[nH]c(C)c(-c3ccccc3)c2n1` is entered as -27 | -1 | 2 | -8 | -33 | -10 | -1 | 3 | -3 | -5.1

# Going on with the list.
SMILES,PLC-beta3 inh,Tn6 DDE FP,ARFGAP1 inh,ADAM17 inh,PLC-gamma1 inh,ASAP1 GAP inh,UHRF1 MBD2 ctr,Tn7 DDE FP,MBD2 inh,proKLK7 act
COc1ccc(-c2c(-c3cc(OC)cc(OC)c3)n(C)c3ccc(-c4ccc(N(C)C)nc4)cc23)cc1,-16,4,-2,-8,-9,9,-2,-6,-3,-0.2
O=C(NC1CCCCC1)c1ccc(N2CCOCC2)c([N+](=O)[O-])c1,-9,2,0,-5,1,2,2,5,-2,0.0
C[C@H](NC(=O)Cc1ccccc1)C(=O)N1CCC2(CC1)NCCc1[nH]cnc12,-7,3,-15,3,0,-3,3,1,-3,0.1
CCOC(=O)C1(Cc2ccc(OC)cc2)CCN(C(=O)C2=CCCC2)CC1,-4,-1,5,1,-2,7,-1,-6,3,0.2
Cc1ccc(C)c(NC(=S)N(Cc2ccc(Cl)cc2)Cc2ccc(C(=O)O)cc2)c1,-1,7,11,-2,0,13,2,-1,0,-0.1
CCC1(C2=CCCCC2)C(=O)NC(=O)N=C1N (configuration not stated),1,-3,-10,-5,0,-1,-1,3,1,-0.6
O=C(NCc1ccco1)c1ccc(Cl)c(S(=O)(=O)N2CCCC2)c1,-12,0,7,-7,-7,-21,-2,1,-3,0.1
COc1ccc2nc(NC(=O)C3CC(=O)N(c4ccc5c(c4)OCCO5)C3)sc2c1 (configuration not stated),-13,-7,-5,2,-6,1,3,-2,2,0.1
COC(=O)N(C)c1nc2ccccc2s1,4,-7,8,0,2,-4,4,4,7,-0.4
O=C(COC(=O)c1ccc2c(c1)OCCO2)Nc1ccc(F)cc1,-6,-4,4,-4,-4,-3,-1,11,1,-0.1
COc1ccc(N2C(=O)CC(Cc3ccc(Br)cc3)C2=O)cc1 (configuration not stated),-9,-2,-9,-3,-1,1,-1,-1,-6,0.5
CCOc1ccccc1NC(=O)c1oc2ccccc2c1NC(=O)C1CC1,-10,0,-5,-1,1,12,-1,0,-3,-1.1
CCCCc1c(O)nc(SCC(=O)N2CCOCC2)n(-c2ccccc2C)c1=O,3,11,-13,0,-2,2,-1,6,-6,-0.4
Cc1nnc(N2CCOCC2)c2nn(-c3cccc(Cl)c3)c(C)c12,-60,-6,-5,-20,-58,-13,1,0,-3,-0.3
COC(=O)C1CCN(C(=O)c2ccc3nccnc3c2)CC1,-6,-6,10,-3,-2,9,-1,-2,2,0.1
O=C1C[C@H](C(=O)Nc2ccc(Cl)cc2)[C@@H](c2ccccc2)O1,1,1,x,0,1,x,3,-3,1,-0.1
Cc1ccc(-n2c(Cc3cccs3)nnc2SCC(=O)OC(C)C)cc1,3,-2,-8,-1,5,-11,-1,-2,1,-0.4
O=C1NC(c2ccc(-c3ccccc3[N+](=O)[O-])o2)C(C(=O)c2ccc(Cl)cc2)C(O)(C(F)(F)F)N1 (configuration not stated),-5,-1,16,4,-3,10,1,2,0,0.5
Cc1cc(C2CC(=O)Nc3ccccc3S2)c(C)s1 (configuration not stated),-1,-4,0,-1,0,-7,-1,-3,4,-0.2
O=c1ccc(NS(=O)(=O)c2ccccc2Cl)cn1Cc1ccc(Cl)c(Cl)c1,-7,10,-3,-1,-4,2,-2,0,-3,-0.8

# No enrichment for hits; any-hit rate near 4.1%.
